Eya2 phos inh = qHTS Assay for Inhibitors of the Phosphatase Activity of Eya2 | Protein phosphatase EYA2 (Homo sapiens), O00167 | recombinant Eya2, OMFP fluorescence dephosphorylation (OMFP is methylfluorescein phosphate) | Potency, µM (top dose mostly 76.9 µM), inactives show at the highest dose activity, negative = inhibition, usual class: inhibitors | 330,000 compounds, 0.006% hits; further: potency means the concentration at half of the fitted maximal effect; on the % scale 0 is the no-effect control and ±100 the full control effect
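Eya2 protein (added as 0.2 uM solution) was preincubated with compound for 10 min at ambient temperature in 50 mM HEPES pH 7.5, 50 mM NaCl, 5 uM MgCl2, 0.05% BSA, 1 mM DTT. OMFP (added at 50 uM) then reacted 10 min; fluorescence read at 485/525 nm.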
PKM2 act = qHTS Assay for Activators of Human Muscle isoform 2 Pyruvate Kinase; purified PKM2, Kinase-Glo ATP luminescence, activation; response scale: 0% is enzyme alone, no compound; AID 1631, 2009; 260,000 compounds, 0.34% hits; Potency, µM (series often up to 57.5 µM), without a hit: at the top dose activation, hits mostly activators; Pyruvate kinase PKM (Homo sapiens), P14618; further: potency means the concentration at half of the fitted maximal effect; on the % scale 0 is the no-effect control and ±100 the full control effect; nearly all actives have a fitted effect of over 55% in size
Target sequence (P14618 whole entry, looked up, canonical isoform): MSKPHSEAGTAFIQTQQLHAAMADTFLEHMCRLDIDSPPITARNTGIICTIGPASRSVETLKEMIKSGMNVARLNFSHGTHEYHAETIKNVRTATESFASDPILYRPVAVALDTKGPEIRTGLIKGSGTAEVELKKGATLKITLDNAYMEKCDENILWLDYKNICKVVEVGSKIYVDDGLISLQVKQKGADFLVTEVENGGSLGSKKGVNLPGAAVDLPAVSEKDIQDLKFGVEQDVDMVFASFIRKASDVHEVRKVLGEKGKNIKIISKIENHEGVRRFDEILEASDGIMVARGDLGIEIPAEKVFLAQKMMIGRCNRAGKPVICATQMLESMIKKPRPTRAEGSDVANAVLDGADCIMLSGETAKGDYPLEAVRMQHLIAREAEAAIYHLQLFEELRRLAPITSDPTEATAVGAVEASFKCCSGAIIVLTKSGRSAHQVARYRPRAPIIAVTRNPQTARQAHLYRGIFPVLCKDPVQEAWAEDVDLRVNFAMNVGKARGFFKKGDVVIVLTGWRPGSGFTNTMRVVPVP
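Purified hPK-M2 (>95% pure) converted ADP (0.1 mM final) to ATP with 0.5 mM PEP in 50 mM imidazole pH7.2, KCl, MgCl2, Tween 20, BSA; 1 h at room temperature. ATP detected by Kinase-Glo luminescence.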
MBNL1 CUG block = qHTS Assay for Inhibitors of MBNL1-poly(CUG) RNA binding. Muscleblind-like protein 1 (Homo sapiens), Q9NR56. TR-FRET MBNL1-His/biotin-(CUG)12 binding, 665/545 ratio. Potency, µM (titrated, usually from 57.5 µM), inactives show at the top dose activity change, negative = inhibition, hits mostly inhibitors. 280,000 compounds, 0.036% hits; active means well fitted inhibition curve with a large enough effect in the signal ratio, with a control signal flat, not every such curve was filed as active; inconclusive means small, poorly fitted or top-dose-only effect, or effect the other way, or a change in a side signal; inactive means no such curve, though single readings can be large or run the other way; the % refers to the signal ratio; further: potency means the concentration at half of the fitted maximal effect; on the % scale 0 is the no-effect control and ±100 the full control effect
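His-tagged MBNL1 binding to biotinylated (CUG)12 RNA was measured by TR-FRET using terbium anti-His antibody (0.055 ng/ul final) and streptavidin-XL665 (5 nM final). Compounds were titrated 92 nM to 58 uM; 60 min at room temperature.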
Menin MLL FP TR = qHTS Assay for Inhibitors Targeting the Menin-MLL Interaction in MLL Related Leukemias: Competition With Texas Red Labeled MLL-derived Mutant Peptide; O00255; Menin + Texas Red MLL mutant peptide, fluorescence polarization; Potency, µM (highest dose often 61.6 µM), for inactives: at the top dose FP activity change, negative = inhibition, usual class: inhibitors; 270,000 compounds, 0.23% hits; AID 1768, 2009; active means well fitted inhibition curve with a large enough effect in the polarisation, with a control signal flat, not every such curve was filed as active; inconclusive means small, poorly fitted or top-dose-only effect, or effect the other way, or a change in a side signal; inactive means no such curve, though single readings can be large or run the other way; the % refers to the polarisation; further: potency means the concentration at half of the fitted maximal effect; % of control where 0% means no effect; many of its hits are not listed in these tables
USP2a inh = qHTS Assay for Inhibitors of Ubiquitin-specific Protease USP2a Using CHOP2 as the Reporter | Ubiquitin carboxyl-terminal hydrolase 2 (Homo sapiens), O75604 | USP2 core, Ub-CHOP2 coupled fluorogenic reporter, 485/531 | Potency, µM (doses to about 38.3 µM), for the others: at the highest dose activity change, negative = inhibition, actives largely listed as inhibitors | 330,000 compounds, 0.01% hits | AID 463254, 2010;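 further: potency means the concentration at half of the fitted maximal effect; plate controls were DMSO wells for no effect and full inhibition by NEM control for full effect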
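USP2 core (10nM final) preincubated 30min RT with compound in 20mM Tris-HCl pH 8.0, 2mM CaCl2, 2mM beta-mercaptoethanol, 0.05% CHAPS; 25nM Ub-CHOP2 plus 25nM reporter substrate added, fluorescence (Ex485/Em531) read after 60min.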
ASM inhibitor = Inhibitors of Secretory Acid Sphingomyelinase (S-ASM): qHTS; Sphingomyelin phosphodiesterase (Homo sapiens), P17405; Potency, µM (titrated, usually from 57.5 µM), for inactives: at the highest dose activity change, negative = inhibition, usual class: inhibitors; 340,000 compounds, 0.006% hits; placental ASM, HMU-PC fluorogenic substrate, 60 min; further: potency means the concentration at half of the fitted maximal effect
Target sequence (P17405 47-631 limits assumed): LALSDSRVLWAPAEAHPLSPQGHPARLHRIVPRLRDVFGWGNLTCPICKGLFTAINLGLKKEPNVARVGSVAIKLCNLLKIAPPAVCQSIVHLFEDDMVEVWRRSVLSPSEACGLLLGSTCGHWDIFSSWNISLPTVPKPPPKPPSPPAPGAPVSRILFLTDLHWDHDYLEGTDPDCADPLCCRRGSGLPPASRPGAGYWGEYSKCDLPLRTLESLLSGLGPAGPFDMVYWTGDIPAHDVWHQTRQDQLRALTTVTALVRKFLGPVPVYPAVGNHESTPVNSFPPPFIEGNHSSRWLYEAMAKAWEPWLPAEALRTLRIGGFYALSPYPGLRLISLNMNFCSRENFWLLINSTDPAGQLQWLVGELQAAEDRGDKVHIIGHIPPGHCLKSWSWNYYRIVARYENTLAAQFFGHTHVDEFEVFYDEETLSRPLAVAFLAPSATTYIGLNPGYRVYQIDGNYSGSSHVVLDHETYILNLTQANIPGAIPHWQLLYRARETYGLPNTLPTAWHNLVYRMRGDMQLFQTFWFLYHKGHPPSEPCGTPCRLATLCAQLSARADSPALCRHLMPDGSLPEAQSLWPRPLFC
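Steps: dispense placental human ASM, pin compound, wait 10 min at room temperature, add HMU-PC0 substrate at 9 uM final, incubate 60 min at 37 °C, add stop solution raising pH to 10, read fluorescence.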
GALK inh = qHTS Assay for Inhibitors of Human Galactokinase (GALK) | P51570 | Purified GALK, Kinase-Glo residual ATP luminescence | Potency, µM (doses to about 57.5 µM), for inactives: top-dose activity change, negative = inhibition, actives largely listed as inhibitors | 270,000 compounds, 0.007% hits | AID 1868, 2009; further: potency means the concentration at half of the fitted maximal effect; on the % scale 0 is the no-effect control and ±100 the full control effect
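Human GALK (5 nM) with 35 uM ATP and 100 uM galactose in 20 mM HEPES pH 8.0, 5 mM MgCl2, 60 mM NaCl, 1 mM DTT, 0.01% BSA. After 1 h at room temperature, leftover ATP was read by Kinase-Glo Plus luminescence.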
BCR signal inh = qHTS Assay to Find Inhibitors of Chronic Active B-Cell Receptor Signaling. AID 493014, 2011. Potency, µM (top dose mostly 46.1 µM), for the others: at the highest dose ratio change, negative = lower green/red ratio, usual class: inhibitors. 340,000 compounds, 0.05% hits. ABC-DLBCL IkBa-CBG/CBR reporter, luminescence ratio, 4 h; active means well fitted inhibition curve with a large enough effect in the signal ratio, with a control signal flat, not every such curve was filed as active; inconclusive means small, poorly fitted or top-dose-only effect, or effect the other way, or a change in a side signal; the % refers to the signal ratio;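 further: potency means the concentration at half of the fitted maximal effect; plate controls were basal doxycycline-induced cells for no effect and cells given 10 µM MG132 for full effect; MG132 reads +100%, hits lower the ratio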
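Doxycycline induced both beetle luciferases in TMD8 lymphoma cells; IKK-driven degradation limits the IkappaBalpha-fused green signal, while red luminescence normalises for cell number and nonspecific effects. Compounds tested up to 46 uM, 4 hrs.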
TSHR antag = Antagonists of the Thyroid Stimulating Hormone Receptor: HTS campaign; Thyrotropin receptor (Homo sapiens), P16473; TSHR-expressing cells, TSH-stimulated cAMP HTRF, 2 h; stronger effect = lower value; activity change, negative = inhibition, % at 11.5 µM; 330,000 compounds, 0.2% hits; AID 504810, 2011;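 active means activity change below a set negative limit, meaning inhibition stronger than a set level, cut at about -70% in these data; inconclusive means activity change between two set negative limits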; further: on the % scale 0 is the no-effect control and ±100 the full control effect
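TSHR-expressing cells were treated with compounds, then stimulated with TSH at EC80 (4nM final) for 2 hours at 37 deg C. Cellular cAMP was measured by HTRF competition between lysate cAMP and cAMP-d2 for a cryptate-labelled anti-cAMP antibody.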
Mito fusion yeast = qHTS Assay for Small Molecule Inhibitors of Mitochondrial Division or Activators of Mitochondrial Fusion | 320,000 compounds, 0.23% hits | Potency, µM (highest dose often 46.1 µM), for the others: at the top dose growth rescue (activation), most hits filed as activators | AID 485298, 2010 | S. cerevisiae fusion-defective mutant growth rescue, CellTiterGlo 48 h;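 further: potency means the concentration at half of the fitted maximal effect; % of control where 0% means no effect; nearly all actives have a fitted effect of over 45% in size; temperature-sensitive fusion mutants such as fzo1-1 at 37 °C on non-fermentable ethanol glycerol medium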
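Temperature-sensitive fusion-defective S. cerevisiae (e.g. fzo1-1, mgm1-5) were grown with compound in YPEG medium (3% ethanol, 3% glycerol) for 48 hours at 37C. Growth rescue was measured as viability by CellTiterGlo luminescence after 10 minutes at ambient.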
hERG WT inh = qHTS for Inhibitors of KCHN2 3.1: Wildtype qHTS; 340,000 compounds, 0.37% hits; activity change, % at 1.84 µM; U2OS, BacMam KCNH2, thallium flux FluxOr; stronger effect = lower value; Voltage-gated inwardly rectifying potassium channel KCNH2 (Homo sapiens), Q12809; AID 720551, 2013;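 active means maximum activity change below -70%; inconclusive means maximum activity change between -70% and -50%; inactive means maximum activity change above -50%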; further: on the % scale 0 is the no-effect control and ±100 the full control effect
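U2OS cells transduced with wild-type KCNH2 virus are loaded with FluxOr dye for 45 min, and thallium flux is measured in kinetic reads before and after stimulation buffer. Rate constants are normalized to DMSO controls.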
Active calls of the source: *; ? = inconclusive; nt = no result given. Unless noted, the call rests on the fitted dose curve; in most records, active means well fitted curve in the direction sought with a large enough effect; inconclusive means small, poorly fitted or top-dose-only effect, or another doubt; inactive means no such curve, though single readings can be large; an effect the other way counts as inactive or inconclusive. Not all compounds are listed (hit frequency here may not be typical).

compound	Eya2 phos inh	PKM2 act	MBNL1 CUG block	Menin MLL FP TR	USP2a inh	ASM inhibitor	GALK inh	BCR signal inh	TSHR antag	Mito fusion yeast	hERG WT inh
COCCOC(=O)c1c(C)oc2ccc(OC(=O)c3c(OC)cccc3OC)cc12	14%	-5%	2%	13%	4%	-1%	1%	2%	-24	15%	-6
CC(=O)NCc1ccc(-c2csc(-c3cccs3)n2)cc1	-10%	-1%	?	7%	5%	14%	1%	?	11	6%	-9
CC(C)c1ccc(NC2CCCN(C(=O)CCN3CCCO3)C2)cc1 (stereo not drawn)	-20%	-5%	2%	nt	-6%	8%	5%	?	28	0%	3
Cc1ncc(CN2CCN(Cc3ccc(F)cc3)C(CCO)C2)s1 (stereo not drawn)	-3%	4%	-10%	3%	4%	8%	-3%	5%	-3	-2%	8
CCN1CCN(C(=O)c2cc3c(s2)-c2ccccc2S(=O)(=O)C3)CC1	6%	1%	23%	-12%	0%	3%	-2%	7%	-3	-1%	-2
COCCN1CC(C(=O)NCCc2nc(C)c(C)s2)CCC1=O (stereo not drawn)	0%	nt	-2%	nt	3%	4%	-8%	0%	21	-2%	-9
Cc1csc(SCCn2c(Br)nc3c2c(=O)[nH]c(=O)n3C)n1	5%	-1%	-5%	-21%	5%	0%	-1%	4%	-6	-1%	4
NC(=O)CN1CCN(C2CC(=O)N(CCc3ccccc3)C2=O)CC1 (stereo not drawn)	-8%	3%	-3%	0%	-1%	5%	-2%	3%	-8	-3%	-12
COc1ccc(C)cc1S(=O)(=O)NC(C)C(=O)NC1CC1 (stereo not drawn)	-3%	-1%	-5%	12%	3%	0%	5%	3%	23	-2%	2
COCCN(C(=O)COC(=O)CCCOc1ccc(OC)cc1)c1c(N)n(Cc2ccccc2)c(=O)[nH]c1=O	-9%	nt	nt	nt	0%	0%	nt	-2%	-6	-2%	-18

One compound at a time (already shown). Order of values: Eya2 phos inh	PKM2 act	MBNL1 CUG block	Menin MLL FP TR	USP2a inh	ASM inhibitor	GALK inh	BCR signal inh	TSHR antag	Mito fusion yeast	hERG WT inh
Cc1ncc(CN2CCN(Cc3ccc(F)cc3)C(CCO)C2)s1 (stereo not drawn) across the screens: -3%	4%	-10%	3%	4%	8%	-3%	5%	-3	-2%	8
CC(=O)NCc1ccc(-c2csc(-c3cccs3)n2)cc1 across the screens: -10%	-1%	?	7%	5%	14%	1%	?	11	6%	-9
NC(=O)CN1CCN(C2CC(=O)N(CCc3ccccc3)C2=O)CC1 (stereo not drawn) across the screens: -8%	3%	-3%	0%	-1%	5%	-2%	3%	-8	-3%	-12

Next records:
compound	Eya2 phos inh	PKM2 act	MBNL1 CUG block	Menin MLL FP TR	USP2a inh	ASM inhibitor	GALK inh	BCR signal inh	TSHR antag	Mito fusion yeast	hERG WT inh
Cn1c(C2=C(O)CN(c3ccccc3)C2=N)nc2ccccc21	0%	1%	1%	2%	2%	20%	-1%	?	2	-3%	-18
CCc1nnc(NC(=O)CCC(=O)N2CCN(C3c4ccccc4-c4ccccc43)CC2)s1	-1%	7%	nt	-2%	0%	0%	0%	?	-1	0%	1
NC(=O)C1CCN(C(=O)COc2ccc3c4c(c(=O)oc3c2)CCC4)CC1	4%	0%	21%	-15%	1%	-2%	nt	-12%	-5	1%	-3
COc1ccc(NS(=O)(=O)c2ccc3oc(SC(C)C(N)=O)nc3c2)cc1 (stereo not drawn)	4%	4%	4%	nt	-1%	3%	-8%	-2%	44	-6%	3
Cc1cc(NC(=O)COC(=O)c2oc3c(Cl)cccc3c2C)no1	-2%	-5%	2%	?	0%	-1%	2%	-5%	4	-8%	-5
N#CCSc1nc2sccc2c(=O)n1-c1ccccc1	-14%	2%	-11%	?	-3%	7%	-3%	?	-2	3%	-6
COc1cccc(Cc2n[nH]c(=S)n2Cc2ccco2)c1	6%	-2%	1%	nt	0%	-1%	0%	-4%	0	-6%	3
CCOC(=O)C1CCN(CCC(=O)Nc2cccc(Cl)c2)CC1	6%	-8%	-3%	-2%	-3%	2%	0%	?	7	-4%	9
C=CCNc1nc(C2(C)CC3(CC(C)(C)OC3=O)C(=O)O2)cs1 (stereo not drawn)	15%	7%	4%	0%	4%	4%	6%	0%	-8	-1%	-10
COC(=O)[C@]1(C)CCC[C@@]2(C)C3CC[C@@]4(C)C[C@]3(CCC21)CC(=O)N4C (stereo partly drawn)	1%	nt	nt	nt	-1%	-3%	nt	7%	17	2%	-9
O=C(NCc1ccc(Cl)cc1)c1ccccc1Oc1ccccc1	-2%	-11%	-5%	7%	-14%	2%	-1%	?	8	17%	-2
CCn1cc(Cl)c(C(=O)Nc2ccc3c(c2)OCCO3)n1	-7%	nt	-4%	3%	1%	-2%	11%	?	-1	-2%	-2
Cc1cc(N)ccc1NC(=O)CN1CCOCC1	4%	-1%	-3%	-3%	2%	3%	-5%	5%	33	0%	-1
COc1ccc(/C(C)=N/NC(=O)c2ccc(CSc3cccc4cccnc34)cc2)cc1OC	-5%	-2%	?	19%	3%	-16%	-4%	-15%	23	-19%	1
COc1cc(/C=C/C(=O)OCC(=O)N2CCC(C)CC2)ccc1O	-13%	nt	nt	nt	3%	21%	nt	3%	-2	3%	-1
CCCCCSc1nnc(N)s1	-6%	-6%	-3%	nt	7%	3%	-2%	-2%	8	0%	7
COCc1cc(C)nc2sc(C(=O)NCCO)c(-n3cccc3)c12	1%	-4%	2%	-4%	1%	-1%	0%	?	-4	-7%	3
COC(=O)c1cc2c(ccn2C)n1C	-1%	-1%	1%	17%	1%	-1%	4%	?	1	8%	-1
Cc1cc(NC(=O)CN2C(=O)C3CC=CCC3C2=O)no1 (stereo not drawn)	-3%	-1%	5%	17%	1%	-3%	-1%	?	-6	-3%	4
CCc1cccc(C)c1NC(=O)Nc1ccc2c(c1)OCO2	4%	-10%	-1%	-11%	2%	0%	-2%	1%	3	3%	6
Cc1ccc(C)c(NC(=O)CCC(=O)NN=C2CCCC2)c1	-13%	nt	-6%	nt	1%	4%	-3%	-2%	-3	3%	-40
Cc1ccc(S(=O)(=O)c2nc(S(C)(=O)=O)sc2NCC2CCCO2)cc1 (stereo not drawn)	16%	0%	-6%	7%	0%	-6%	4%	0%	5	1%	-12
O=C(NNc1ncc(C(F)(F)F)cc1Cl)c1c(Cl)cccc1Cl	2%	-3%	-10%	?	-1%	-1%	-2%	?	-3	-3%	-9

Source: PubChem BioAssay (National Center for Advancing Translational Sciences (NCATS))
